# GPR7 antagonist = GPR7 receptor antagonists, primary screen, cell-based, fluorescence, single concentration | Neuropeptides B/W receptor type 1 (Homo sapiens), P48145 | GPR7-expressing cells, fluorescence antagonist assay | inhibition, % at 4.4 µM | actives 1.1% (n = 290,000) | AID 1861, 2009; in the data active = inhibition above about 16%, passing the limit was not always enough;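 note: cells stimulated with the agonist NPW; 0% = agonist with vehicle and 100% = vehicle without agonist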
# p-CIP stab down = p/CIP-EGFP fusion destabilizers, primary screen, fluorescence, F442A cells; actives 0.01% (n = 290,000); Q05BA5; decrease of EGFP signal, % at 10 µM; 16 h;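 active = EGFP signal decrease of at least 30% at 10 µM or well 3 SD below plate mean, unless failing retest; inactive = the rest, including hits failing retest or dose response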; note: some compounds called inactive have numbers as strong as hits; many of its hits are not listed in these tables
# IDE cell activ = human IDE activators in live cells, primary screen, fluorescence polarization, HEK cells, FAbeta-B substrate; FAbeta-B cleavage; 0% vehicle, 100% cell-free pure enzyme wells; activation, % at 5.96 µM; AID 493087, 2011; actives 0.073% (n = 340,000);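 active = activation above the mean of all tested compounds plus 3 SD, set per screening campaign, cut at about 17% in these data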
# Target sequence (P14735 whole entry, looked up): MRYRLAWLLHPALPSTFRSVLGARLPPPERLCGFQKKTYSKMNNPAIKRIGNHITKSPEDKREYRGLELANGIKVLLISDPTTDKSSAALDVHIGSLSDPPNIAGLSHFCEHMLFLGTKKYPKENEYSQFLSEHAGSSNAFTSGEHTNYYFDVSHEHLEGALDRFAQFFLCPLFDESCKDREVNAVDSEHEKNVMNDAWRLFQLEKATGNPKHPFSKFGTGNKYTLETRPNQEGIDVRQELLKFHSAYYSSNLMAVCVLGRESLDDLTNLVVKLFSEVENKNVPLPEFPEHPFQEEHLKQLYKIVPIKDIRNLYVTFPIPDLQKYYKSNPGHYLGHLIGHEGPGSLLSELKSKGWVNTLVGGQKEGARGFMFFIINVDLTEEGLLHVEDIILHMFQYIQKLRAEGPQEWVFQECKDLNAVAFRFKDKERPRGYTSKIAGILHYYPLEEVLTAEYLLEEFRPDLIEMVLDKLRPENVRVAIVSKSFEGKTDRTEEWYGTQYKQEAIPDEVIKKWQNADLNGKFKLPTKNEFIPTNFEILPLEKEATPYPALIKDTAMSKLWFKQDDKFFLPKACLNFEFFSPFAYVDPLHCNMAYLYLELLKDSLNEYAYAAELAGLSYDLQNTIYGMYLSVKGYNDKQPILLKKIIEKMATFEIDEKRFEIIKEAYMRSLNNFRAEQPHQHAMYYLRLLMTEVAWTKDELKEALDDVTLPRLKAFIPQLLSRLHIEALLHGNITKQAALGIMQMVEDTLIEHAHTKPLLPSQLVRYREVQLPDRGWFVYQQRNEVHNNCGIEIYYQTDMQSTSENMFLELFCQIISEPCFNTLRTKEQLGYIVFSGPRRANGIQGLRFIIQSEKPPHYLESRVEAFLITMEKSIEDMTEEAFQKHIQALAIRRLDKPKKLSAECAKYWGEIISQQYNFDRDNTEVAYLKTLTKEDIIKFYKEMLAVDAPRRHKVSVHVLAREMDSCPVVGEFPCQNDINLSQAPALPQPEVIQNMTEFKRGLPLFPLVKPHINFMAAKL
# NALP1 inh = NALP1 inflammasome inhibitors in reconstituted yeast, colorimetric, S. cerevisiae, triplicate retest; S. cerevisiae NALP1/ASC/caspase-1 growth, X-gal OD620, 72 h; actives 0.61% (n = 280,000); inhibition, % at 10 µM; in the data active = inhibition mostly above about 24%, no sharp cut-off; inactive = mostly below about 32%; note: some compounds called inactive have numbers as strong as hits
# IMP-1 inhibitor = IMP-1 metallo-beta-lactamase inhibitors, primary screen, biochemical, epi-absorbance readout, Pseudomonas aeruginosa enzyme; metallo-beta-lactamase IMP-1 (Pseudomonas aeruginosa); purified IMP-1, nitrocefin hydrolysis, epi-absorbance fluorescence; inhibition, % at 5.6 µM; actives 0.45% (n = 290,000);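 active = inhibition above the mean plus 3 SD of all compounds in the same screening run, cut at about 4.5% in these data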;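 note: 0% = IMP-1 with DMSO and 100% = DMSO wells lacking enzyme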
#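 System: purified IMP-1; amount: IMP-1 0.2 nM before substrate addition; compound: single dose, 5.6 µM; times: 25 °C, 15 min preincubation, 25 min reaction; signal: Epi-absorbance via hydrolysed-nitrocefin quenching of white-plate fluorescence, 480/530 nm, EDTA stop; benchmarks: DMSO with and without IMP-1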
# PfM18AAP inh = PfM18AAP inhibitors, malaria aminopeptidase, primary screen, biochemical, QFRET, recombinant enzyme. M18 aspartyl aminopeptidase (Plasmodium falciparum 3D7). actives 1.2% (n = 290,000). inhibition, % at 7.35 µM. H-Glu-NHMec fluorogenic cleavage;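 active = inhibition above the campaign mean inhibition over all tested compounds plus 3 SD, cut at about 28% in these data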;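 note: 0% = plate median of test compound wells and 100% = 2 mM ZnCl2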
# VIM-2 inhibitor = VIM-2 metallo-beta-lactamase inhibitors, primary screen, biochemical, epi-absorbance readout, Pseudomonas aeruginosa enzyme | purified VIM-2, nitrocefin hydrolysis, epi-absorbance fluorescence | inhibition, % at 5.6 µM | actives 0.89% (n = 290,000) | AID 1527, 2009;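 active = inhibition above the mean of all tested compounds plus 3 SD, cutoff set per screening run, cut at about 7.5% in these data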;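 note: red hydrolysis product quenches plate fluorescence so inhibitors raise well fluorescence; 0% = enzyme with DMSO and 100% = DMSO without enzyme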
# IDE inh = human IDE inhibitors in live cells, primary screen, fluorescence polarization, HEK cells, FAbetaB substrate; Insulin-degrading enzyme (Homo sapiens), P14735; FAbetaB cleavage; inhibition, % at 5.59 µM; actives 0.41% (n = 320,000); AID 434962, 2010;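 active = percent inhibition above the average of all tested compounds plus 3 SD, set per screening campaign, cut at about 16% in these data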;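 note: IDE supplied by intact live HEK cells; FP after avidin binding of uncleaved biotin substrate so inhibition keeps polarization high; 0% = DMSO wells and 100% = 60 µM reference IDE inhibitor Ii1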
# PHOSPHO1 inh = PubChem AID 1565 | recombinant PHOSPHO1, absorbance phosphatase assay | inhibition, % at 13.3 µM | actives 1.1% (n = 290,000); in the data active = inhibition above about 60%
# Numbers without * were called inactive; nt = no result given.
GPR7 antagonist	p-CIP stab down	IDE cell activ	molecule	NALP1 inh	IMP-1 inhibitor	PfM18AAP inh	VIM-2 inhibitor	IDE inh	PHOSPHO1 inh
-3	-9	5	CC(C)c1ccc(NC(=O)C2CCN(S(C)(=O)=O)CC2)cc1	-12	-4.9	1	-0.7	-5	-20
5	10	8	CC12CN(C(=S)Nc3ccccc3)CC(C)(CN(C(=S)Nc3ccccc3)C1)C2=O	4	-1.4	2	-3.6	-3	-64
-8	-19	9	Cc1cc(C)n(/N=C/c2ccco2)c(=O)c1C#N	26	-1.4	-4	-1.5	2	3
-13	-10	nt	CCOC(=O)CSc1nnc(Cn2nnc3ccccc32)n1-c1ccc(F)cc1	-6	-1.9	-1	-1.3	3	25
-7	-11	5	COc1ccc(NC(=O)c2cccs2)c([N+](=O)[O-])c1	10	-3.2	-1	-3.7	0	27
-2	-21	5	O=C(Nc1ccc(Cl)cn1)c1ccc([N+](=O)[O-])o1	-4	-1.8	-1	0.4	nt	32
19*	-2	8	Cc1cc(OCCCCCNCCO)cc(C)c1Cl	18	-1.0	-8	-0.7	5	1
-12	-1	3	Cc1ccc(OCC(=O)NCCO)c(Br)c1	-10	-2.5	-1	-3.7	0	41
-17	-3	-2	CCOC(=O)N1CCC(NC(=O)C2CCN(S(=O)(=O)N3CCCC3)CC2)CC1	14	-4.2	1	-1.6	0	42
-6	8	0	COc1ccc(C(=O)N2CCN(C(C)=O)CC2)cc1S(=O)(=O)NCc1ccc(Cl)cc1	19	-1.7	0	1.0	-1	11
-10	-2	7	CC(C#CCN1CCCCC1)OCCOCc1ccccc1 (stereo not drawn)	26	-3.4	5	-3.0	-4	22
-8	-8	0	O=c1[nH]c(SCCOc2ccccc2)nc2ccccc12	14	-3.3	2	-2.7	3	21
1	3	0	CCOc1ccc(NC(=O)CSc2nnc(Cc3cccn3C)n2-c2ccc(F)cc2)cc1	16	-0.9	-2	-1.5	-1	2
-11	-12	4	Cc1nc(N)sc1N=Nc1c(C)n(C)n(-c2ccccc2)c1=O	nt	-2.8	19	-3.3	2	-54
16	0	-6	CCOC(=O)c1c(-c2ccccc2)oc2ccc(OCC(O)CN(C)C)cc12 (stereo not drawn)	14	-3.1	0	8.9*	5	40
-10	nt	5	Cn1c(=O)c2c(nc(CN3CCOCC3)n2Cc2ccccc2)n(C)c1=O	nt	-2.2	-11	-0.2	nt	nt
-16	-14	-1	S=C(NCCCc1ccccc1)Nc1ccc(Br)cc1	13	-2.5	-6	-5.8	nt	27
8	-7	1	CC(C)c1ccc2[nH]c3nc(SCC(=O)NC4CC4)nnc3c2c1	14	-1.9	1	-0.8	4	37
-9	-13	0	COc1cc(/C=N/NC(=O)c2cc(-c3ccc4c(c3)OCO4)n[nH]2)ccc1O	-5	-3.7	5	-1.9	2	14
-4	-5	3	CCC(C)(C(=O)NC1CCCC1)N(C(=O)c1ccccn1)c1ccccc1 (stereo not drawn)	-3	-2.8	5	-2.6	6	32
7	-3	-1	OCC1(Cc2ccc(Cl)cc2)CCN(Cc2ccc3nsnc3c2)CC1	17	-0.8	-4	-1.0	-3	24
-12	1	1	COc1ccc(Cl)cc1NC(=S)NCCO	-2	0.2	7	-1.3	-4	11
1	-16	3	CS(=O)(=O)N1CCN(c2ccccc2NC(=O)c2cccs2)CC1	3	-0.7	-7	2.0	-2	-31
5	-7	6	CCn1c(=Nc2ccc(N3CCOCC3)cc2)ccc2ccccc21	11	0.2	-17	3.7	8	-27
-8	6	2	CC(=O)CCC(=O)N1CCC(n2nccc2NC(=O)c2ccccc2C)CC1	0	0.4	-3	0.6	3	3
-12	8	-3	Cc1ccc(Sc2cnn(-c3ccccc3)c(=O)c2Cl)cc1	-5	-2.6	1	-2.7	-6	18
-6	-2	-2	COc1ccc(-c2cc(N3CCCC3)n3ncnc3n2)cc1	11	-2.0	-1	5.0	-5	10
-8	-10	2	CCOc1ccc(OCC)c(Nc2cc(C)nc3ncnn23)c1	31	-4.1	8	-0.4	0	-2
-5	-7	5	CCOC(=O)N1N=C(c2ccc(OC)cc2)CC1(O)C(F)(F)F (stereo not drawn)	9	1.3	-18	0.8	1	32
-11	-221	-119	Cc1cc(N2CCCC2)ccc1/C=C1\NC(=S)N(C)C1=O	3	-1.0	21	-1.6	79*	-119
-10	-14	-4	Cc1ccc(CSC2=Nc3ccccc3C3=NC(=O)CN23)cc1	-16	-1.2	4	-0.5	0	-132
-2	1	-5	O=C(CSC1=NCCS1)Nc1nc(-c2ccccc2)cs1	-2	-4.2	4	-1.8	6	29

# Ordered by number of heavy atoms (highest first): four of the compounds above.
GPR7 antagonist	p-CIP stab down	IDE cell activ	molecule	NALP1 inh	IMP-1 inhibitor	PfM18AAP inh	VIM-2 inhibitor	IDE inh	PHOSPHO1 inh
-17	-3	-2	CCOC(=O)N1CCC(NC(=O)C2CCN(S(=O)(=O)N3CCCC3)CC2)CC1	14	-4.2	1	-1.6	0	42
-3	-9	5	CC(C)c1ccc(NC(=O)C2CCN(S(C)(=O)=O)CC2)cc1	-12	-4.9	1	-0.7	-5	-20
-2	1	-5	O=C(CSC1=NCCS1)Nc1nc(-c2ccccc2)cs1	-2	-4.2	4	-1.8	6	29
-12	1	1	COc1ccc(Cl)cc1NC(=S)NCCO	-2	0.2	7	-1.3	-4	11

# Other results follow:
GPR7 antagonist	p-CIP stab down	IDE cell activ	molecule	NALP1 inh	IMP-1 inhibitor	PfM18AAP inh	VIM-2 inhibitor	IDE inh	PHOSPHO1 inh
-6	-15	-4	CCOc1cc2[nH]c(=S)n(CC3CCCN3CC)c(=O)c2cc1OCC (stereo not drawn)	21	-3.8	2	-2.7	0	25
-2	-4	3	O=C(NCc1ccccc1Cl)C(=O)NCC1OCCN1S(=O)(=O)c1ccc(F)cc1 (stereo not drawn)	15	-1.4	-11	-0.3	-1	29
-1	-8	1	C=CCn1c(SCC(=O)c2ccc(Cl)cc2)nnc1-c1ccc2c(c1)OCO2	23	-1.3	1	-2.4	1	-6
6	-6	1	CC(=O)Oc1ccc(N(C(C)=O)S(=O)(=O)c2ccc3ccccc3c2)cc1	15	-1.8	-5	0.9	2	5
12	0	5	CCC1=Nc2cc(C(=O)NCc3ccco3)ccc2Sc2ccc(C)cc21	-40	-1.9	7	-1.6	-4	-9
-14	-11	1	COc1cc(NC(=O)C2CCN(S(=O)(=O)c3ccc(Cl)cc3)CC2)ccc1-n1cnnn1	7	-4.8	3	-1.6	-3	-13
1	-5	4	CC(C)(C)NC(=O)Cn1c(SCC(=O)NC2CCCCC2)nc2ccccc21	12	2.8	9	-4.2	4	-5
-14	4	0	COc1ccc(C(=O)N/N=C/c2ccc(OC)c(CN3CCc4cc(OC)c(OC)cc4C3C)c2)cc1 (stereo not drawn)	-4	-1.9	-5	-1.1	-10	-10
-6	3	-7	OCCNc1nc(SCc2ccccc2)nc2sc3c(c12)CCC3	-5	-4.8	10	-2.4	nt	-34
-1	14	2	Cc1cc(N2CCOCC2)nc2ccc(NC(=S)N3CCN(Cc4ccccc4)CC3)cc12	9	-1.1	2	-3.8	2	11
-5	2	4	CSc1ccc(S(=O)(=O)NC2CC3CCC2C3)cc1 (stereo not drawn)	32	-0.6	-9	0.9	1	20
-5	-40	0	CC(C)CCc1c(O)nc(SCC(C)C)[nH]c1=O	-2	-0.8	-5	-0.8	-2	24
-2	-4	5	CC(=O)Oc1ccc(N(c2ccccc2)S(=O)(=O)c2ccc(C)cc2)cc1	-1	-0.3	-4	1.2	4	-21
2	-1	1	CCn1c(CNc2ccccc2Cl)nnc1SCC(=O)NCc1ccccc1	-61	-1.1	0	1.0	-3	18
-3	3	0	CNC(=S)N(Cc1ccc(OC)cc1)Cc1cc2cccc(C)c2[nH]c1=O	-16	-1.6	2	1.4	-5	-91
2	-6	3	O=C(CNC(=O)C1CCCCC1)NCc1ccco1	-3	-1.8	7	-2.2	4	23
-13	-3	-5	COC(=O)Cc1ccc(NC(=S)N2CCN(c3ccc(F)cc3)CC2)cc1	14	-3.1	13	-1.2	9	-1
-2	-12	-2	CC(/C=N/Nc1nc(C)cc(=O)[nH]1)=C\c1ccccc1	0	-4.7	2	-2.7	-2	-7
11	-13	3	COC(=O)c1cc(S(=O)(=O)N2CCOCC2)ccc1Sc1ccccc1N	17	0.8	-5	0.5	2	26
-13	-3	4	COc1ccccc1C1Nc2cccc3cccc(c23)N1	11	-2.5	-4	-2.6	-7	40
-8	-13	4	Cc1ccc(C(=O)NC(c2ccccc2)C(Cl)Cl)cc1 (stereo not drawn)	29	-2.8	7	-1.8	10	-14
-9	-1	-3	CCC(=O)OCc1cc(=O)oc2ccc3ccccc3c12	-6	-3.4	5	2.0	2	26
4	-2	6	c1ccc2[nH]c(-c3nc4ccccc4[nH]3)nc2c1	-2	-3.5	-2	-4.0	3	44
-5	-19	-9	COc1ccc2cc(C(=O)/C=C/c3cc(OC)c(O)c(OC)c3)ccc2c1	18	-2.0	29*	0.1	7	37
-5	1	-3	COc1ccc2nc(C)cc(SCC(=O)NNC(=O)COc3ccccc3)c2c1	10	-1.2	20	-3.1	-2	-1
0	-7	4	CC1CCN(C2CCN(C(=O)c3ccccc3F)CC2)CC1	-19	-3.7	-1	-1.7	-1	20
-9	-11	-3	CCCCN1C(=O)c2ccc(C(=O)NC3=NCCS3)cc2C1=O	6	0.8	-3	-1.0	7	11
-4	-6	5	CC(C)Oc1ccc(OCCSc2nc3ccccc3n2CC(=O)O)cc1	6	-2.7	4	-2.8	-3	8
-11	-4	5	Cc1cc(C)n(C(=O)c2ccc(Cn3nc(C)c(Br)c3C)o2)n1	6	-4.6	-13	0.1	5	-16
2	-4	4	COc1cc(C(=O)Nc2ccccc2SCc2cc(=O)n3nc(C)sc3n2)cc(OC)c1OC	8	-3.7	16	-4.9	9	34
-10	8	3	Cc1ccc(Nc2nnc(C)c(=O)[nH]2)cc1	-9	-3.0	21	-2.1	9	-10
-14	7	-2	COC(=O)C1C(=O)CC(C)(O)C(C(=O)OC)C1/C=C/c1ccccc1 (stereo not drawn)	38	-2.7	1	-3.7	1	10
-13	-9	-1	O=C(CCc1nnc2n(Cc3ccccc3Cl)c(=O)c3ccccc3n12)NCCCN1CCOCC1	7	-2.1	4	-1.5	4	59
2	9	-2	O=C(c1ccc(N2C(=O)C3C4c5ccccc5C(c5ccccc54)C3C2=O)cc1)N1CCOCC1 (stereo not drawn)	26	-2.4	-2	-2.5	-4	-5
-10	-4	5	Cc1ccc(C)c(N2CCN(S(=O)(=O)c3ccc4[nH]c(=O)c(=O)[nH]c4c3)CC2)c1	14	0.1	-2	-1.7	0	-7
1	3	3	Cc1cccc(C)c1OCC(=O)N/N=C/c1cccnc1	-3	-4.4	-1	-3.6	6	20
6	3	6	COc1cccc(NC(=O)C(=O)c2cn(CC(=O)N3CCCC3)c3ccccc23)c1	2	-1.7	0	-4.5	4	28
-8	-3	1	C[n+]1ccccc1/C=C/c1cc(Br)ccc1O	20	16*	4	-1.2	4	-18
